APJ antag – blocks the human apelin receptor APJ; P35414; CHO-K1 APJ beta-arrestin complementation, luminescence; inhibition, % at 20 µM; 330,000 tested, 0.32% active; AID 2521;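 active means inhibition above about 40% at 20 µM, limit read from the data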;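 further: cells challenged with 10 nM apelin-13 agonist together with compound; plate controls were apelin-13 plus DMSO wells for no effect and DMSO wells lacking apelin-13 for full effect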
Target sequence (P35414 whole entry, looked up): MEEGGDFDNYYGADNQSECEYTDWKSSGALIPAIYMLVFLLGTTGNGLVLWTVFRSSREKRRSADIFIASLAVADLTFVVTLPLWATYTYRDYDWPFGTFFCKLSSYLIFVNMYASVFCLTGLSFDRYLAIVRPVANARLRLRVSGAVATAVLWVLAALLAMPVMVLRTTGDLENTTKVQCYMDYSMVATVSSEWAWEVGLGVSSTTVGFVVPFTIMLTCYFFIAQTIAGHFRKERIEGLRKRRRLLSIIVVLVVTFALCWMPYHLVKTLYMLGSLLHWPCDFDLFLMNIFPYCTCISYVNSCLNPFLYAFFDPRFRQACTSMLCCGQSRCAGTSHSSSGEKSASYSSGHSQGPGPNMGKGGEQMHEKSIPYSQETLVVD
TIM10 inh – TIM10 yeast growth inhibition. 330,000 tested, 1.4% active. inhibition, % at 10 µM. S. cerevisiae TIM10 strain growth, BacTiter-Glo luminescence, 24 h;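 active means inhibition of 40% or more at the single tested concentration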;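 further: wild-type TIM10 isogenic control strain grown at permissive 25 °C; 0% = DMSO yeast wells and 100% = minimal medium wells without yeast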
NALP3 yeast inh – NALP3 inhibition in yeast. inhibition, % at 10 µM. AID 2825. Yeast reconstituted NLRP3/ASC/caspase-1, beta-gal luminescence, 24 h. 330,000 tested, 0.39% active;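 active means inhibition of 50% or more; inactive means inhibition below 50%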;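 further: plate controls were induced DMSO wells for no effect and uninduced yeast grown without galactose for full effect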
tim10-1 inh – growth inhibitors of tim10-1 mutant yeast | S. cerevisiae tim10-1 ts strain growth, BacTiter-Glo, 24 h | inhibition, % at 20 µM | 330,000 tested, 2.2% active;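 active means inhibition of at least 40%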;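 further: mutant grown at 25 °C; 0% = DMSO wells with yeast and 100% = wells holding no yeast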
MPTP inh – blocks calcium-induced mitochondrial swelling; isolated mouse mitochondria, Ca2+ swelling absorbance, 30 min; inhibition, % at 10 µM; 360,000 tested, 1.4% active;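 active means inhibition of 50% or more, scaled per plate between neutral and stimulator controls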;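 further: 0% = DMSO wells given calcium and 100% = 1 mM EGTA wells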
APJ ag – activates the human apelin receptor APJ; activation, % at 20 µM; 330,000 tested, 0.11% active; CHO-K1 APJ PathHunter beta-arrestin, luminescence; 0% DMSO wells, 100% apelin; P35414; AID 2520;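 active means activation more than six SD over the plate average, tested at 20 µM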;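 further: 0% = DMSO alone and 100% = apelin-13 at 10 nM; some results filed as inactive read as strong as hits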
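Assay system: engineered CHO-K1 APJ arrestin reporter cells; Amount: 1000 CHO-K1 reporter cells seeded per well; Dosing: one dose, 20 µM compound, 1% DMSO; Times: compound stimulation 90 min at 25 °C, detection 60 min; Measured by: luminescent beta-gal fragment complementation, chemiluminescent substrate; Read-out: APJ–arrestin association signal; Controls: DMSO vs Apelin-13 10 nM.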
tim23-1 inh – tim23-1 yeast growth inhibition. AID 463212. inhibition, % at 20 µM. S. cerevisiae tim23-1 growth, BacTiter-Glo luminescence, 24 h. 330,000 tested, 1.3% active;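 active means growth inhibition of the mutant yeast at or above 50%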;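 further: temperature-sensitive mutant grown at 25 °C; plate controls were DMSO-treated mutant yeast for no effect and medium wells lacking yeast for full effect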
GRIN3A LBD mod – modulators (binders) of human NR3A ligand-binding domain; NR3A LBD differential scanning fluorimetry, Tm shift; 0% = protein alone, 100% = glycine-bound protein; Tm shift relative to glycine control, % at 25 µM; 340,000 tested, 2.5% active;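 active means melting temperature shift of at least 10% of the positive control shift, at one fixed dose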
MIN6 prolif – inducers of beta-cell replication in MIN6 cells; MIN6 cells proliferation, ATPlite luminescence, 48 h; cells starved in 0.2% serum; 100% = growth in 10% serum; proliferation, % at 10 µM; 330,000 tested, 0.29% active; AID 2380;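 active means compounds whose signal lies at least 3.5 SD above the mean of all wells on their plate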;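 further: 0% = DMSO-treated cells in low-serum medium and 100% = 10% serum control; some compounds called inactive have numbers as strong as hits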
* = called active by the depositor; nt = no result given.

SMILES	APJ antag	TIM10 inh	NALP3 yeast inh	tim10-1 inh	MPTP inh	APJ ag	tim23-1 inh	GRIN3A LBD mod	MIN6 prolif
Cc1ccc([N+](=O)[O-])cc1NC(=O)C[n+]1ccccc1	-13	-2	19	-3	-1.4	-1	15	0	3
COC(=O)c1ccc(OCCCCN2CC(C)OC(C)C2)cc1 (stereo unspecified)	17	-14	-15	-16	-0.1	0	-33	-1	-2
O=C(NCc1ccc2c(c1)OCO2)C1CCCN1S(=O)(=O)c1ccc(Cl)cc1 (stereo unspecified)	-15	-14	-1	27	-3.9	-5	26	1	-4
CC1CCN(C(=O)CN2C(=O)NC3(CCC(C)CC3)C2=O)CC1 (stereo unspecified)	6	-9	21	-5	-1.8	-4	-15	-1	7
CCOC(=O)CNC(=O)CSc1nc2c(C)cccc2cc1CC	-4	-4	11	21	-1.2	0	20	-3	0
COc1ccc(-c2ccnc3nc(/N=C/N(C)C)nn23)cc1	14	23	6	3	nt	-1	5	2	-1
COc1ccccc1NC(=O)/C=C/c1ccc2c(c1)OCO2	6	8	22	19	-2.2	-5	27	-1	-4
O=C(O)C1C2C=CC(C2)C1C(=O)NCc1ccc2c(c1)OCO2 (stereo unspecified)	2	-8	18	-4	-1.9	-6	-6	5	-1
O=C(O)C1CC=CCC1C(=O)Nc1ccc2c(c1)OCCO2 (stereo unspecified)	-6	1	-7	9	0.1	2	14	-2	0
Cc1cc(N2C(=O)C3C4C=CC(C4)C3C2=O)ccc1NC(=O)c1cccs1 (stereo unspecified)	-11	10	-3	-4	-0.8	-1	8	0	-2
COc1ccc(CCNCC(=O)Nc2ccc(C(=O)N3CCCCC3)cc2)cc1	-9	-9	14	12	0.6	0	10	20*	-1
O=C(CCCOc1ccc(Cl)cc1)N1CCCCCC1	-5	10	24	22	-0.8	-2	29	1	0
NC1=NC(=Nc2ccccc2)c2ccccc21	-6	17	14	34	1.7	1	4	0	-1
Cc1cc(C)nc(SC/C=C/c2ccccc2)n1	9	5	45	-4	3.9	-3	22	0	-2
COc1nc(NCCC2=CCCCC2)nc(OC)n1	13	20	-5	9	-1.3	-2	10	0	-2
O=C(NCCOc1ccccc1)C1CCC(=O)N(C2CCCCCC2)C1 (stereo unspecified)	-39	6	21	13	-0.5	-1	11	-2	2
Fc1ccc(Cn2nnnc2C(c2cccs2)N2CCCCCC2)cc1 (stereo unspecified)	3	24	5	31	2.5	4	38	6	-4
S=C(Nc1ccc2nsnc2c1)N1CCCCCC1	-55	19	3	26	-1.1	8	55*	0	-5
CC(CN1CCCCC1)C(=O)NNC(=O)C12CC3CC(CC(C3)C1)C2 (stereo unspecified)	-1	-13	-4	12	-0.7	-3	2	0	1
CC(C)NC(=O)C1CCN(S(=O)(=O)c2ccc(N3CCCC3=O)cc2)CC1	12	-7	0	-2	-0.3	-2	9	1	-2

Overlap with the part before: two entries; new compounds follow.
SMILES	APJ antag	TIM10 inh	NALP3 yeast inh	tim10-1 inh	MPTP inh	APJ ag	tim23-1 inh	GRIN3A LBD mod	MIN6 prolif
CC(CN1CCCCC1)C(=O)NNC(=O)C12CC3CC(CC(C3)C1)C2 (stereo unspecified)	-1	-13	-4	12	-0.7	-3	2	0	1
CC(C)NC(=O)C1CCN(S(=O)(=O)c2ccc(N3CCCC3=O)cc2)CC1	12	-7	0	-2	-0.3	-2	9	1	-2
CNC(=S)N(Cc1cc2cc(C)ccc2n2nnnc12)CC(C)(C)CN(C)C	14	1	18	1	5.9	2	-3	1	-1
O=C(/C=C/c1ccco1)Nc1ccccc1N1CCOCC1	5	13	5	23	-0.2	-3	13	0	2
S=c1[nH]nc(-c2ccncc2)n1Cc1ccccc1	13	10	12	9	1.9	1	4	2	-2
CC(=O)Nc1cccc(Oc2ccc([N+](=O)[O-])cc2Cl)c1	-12	12	14	32	1.4	-2	6	4	1
CC1CCN(S(=O)(=O)c2ccc(Oc3ccc([N+](=O)[O-])cc3)cc2)CC1	20	23	24	23	67*	2	22	0	-5
CC(C)CN=c1cc(-c2ccccc2)oc2ccc(Cl)cc12	7	17	8	19	3.3	-7	14	0	-5
O=C(Cn1cnc2ccccc2c1=O)N1CCOCC1	-13	-6	-4	-4	-1.9	1	3	0	0
COc1cccc(Nc2nc(N)nc(CCl)n2)c1	0	27	15	19	1.0	2	26	1	-2
COC(=O)c1c(/N=C/N(C)C)sc2c1CCN(c1ncc(C(F)(F)F)cc1Cl)C2	15	22	6	19	-4.2	0	25	-3	1
Cc1sc2nc(CN3CCCCC3)nc(Nc3ccc4c(c3)OCCO4)c2c1C	-1	1	12	13	-1.7	0	12	1	-3
COc1ccc(CCNC(=O)/C=C/c2ccc(OC)c(S(=O)(=O)N3CCOCC3)c2)cc1	-11	-16	2	16	1.5	-2	17	-1	-4
Cc1nc2sc(-c3ccccc3)nn2c(=O)c1Br	9	8	21	11	-1.4	-3	0	-2	1
O=C(C[n+]1cc(-c2ccccc2)n2c1CCCCC2)c1ccc(Br)cc1	7	-11	-7	7	3.1	4	-1	-2	-6
Cc1c(Cc2ccccc2)c(NCCCO)n2c(nc3ccccc32)c1C#N	-13	-8	4	15	4.0	2	7	1	-1
CSc1ccccc1C(=O)Nc1nc2ccccc2c(=O)[nH]1	10	4	16	15	-2.5	-2	12	1	3
CCCc1c(C(=O)O)cnn1-c1ccc(Cl)cc1	8	23	8	13	-0.9	-1	14	0	-4
CCCn1c(SCC(=O)Nc2nccs2)nnc1-c1cccnc1	6	-6	-4	8	-1.3	-6	3	-1	0
Cn1ccnc1SCC(=O)Nc1sccc1C#N	16	-15	15	-10	-0.6	-6	-4	-8	1
O=C(NC1CCS(=O)(=O)C1)c1ccc(-c2ccc(Br)cc2)o1 (stereo unspecified)	9	18	-1	24	-1.1	-1	7	-1	-2
C#CCOCCOCCOCCNc1nc(N2CCN(C(=O)[C@H]([C@@H](C)O)n3cc(CCCCN)nn3)CC2)nc(N2CCN(C(=O)[C@H](CCCCN)n3cc(CCC(=O)O)nn3)CC2)n1	23	-8	12	1	-1.3	4	16	2	-4
Cc1cc(NC(=O)CN2CCCCCCC2)no1	-7	-5	10	-4	0.4	-3	9	2	0
CC1(c2nnc(Cc3ccccc3)o2)CC(c2cccc([N+](=O)[O-])c2)=NO1 (stereo unspecified)	-2	5	18	1	-1.4	7	13	0	1
CN(Cc1ccccc1)C1CC(=O)N(c2ccc(C(=O)O)cc2)C1=O (stereo unspecified)	-3	-3	2	-2	-1.5	-3	12	0	-1
Cc1ccccc1S(=O)(=O)Cc1ccc(C(=O)NCCCN2CCCC(C)C2)o1 (stereo unspecified)	4	21	-5	23	0.0	4	22	0	-3
COc1ccc(C2NC(=O)N(C)C(C)=C2[N+](=O)[O-])cc1 (stereo unspecified)	10	7	8	-8	0.8	-5	-3	0	-1
CCCCOc1ccccc1C(=O)NCCCCCC(=O)O	15	-3	19	5	0.2	-1	-3	-5	-2
O=C(CN(C(=O)CCC(=O)Nc1nccs1)c1cccc(F)c1)NCC1CCCO1 (stereo unspecified)	-3	3	7	-4	-2.7	-2	-10	-1	-2
COc1ccc(C2C(C(=O)C(C)(C)C)=C(O)C(=O)N2Cc2ccccc2)cc1 (stereo unspecified)	12	23	-2	28	2.1	-3	10	-2	0
Cc1ccc(CNS(=O)(=O)NCc2ccccc2F)cc1	10	-7	19	14	0.5	-1	1	1	0
O=C(OCC(=O)N1CCCC1=O)C1CCN(S(=O)(=O)c2c(Cl)cccc2Cl)CC1	-4	-1	6	0	-0.8	-3	7	-1	-3
Nc1sc2c([n+]1CCCS(=O)(=O)[O-])CCCC2	0	6	21	15	1.4	2	5	0	4
O=C(Nc1ccc(Cl)cc1)OCc1ccccn1	-17	-8	22	23	91*	7	12	22*	-4
CC(Sc1nnc(Cc2ccccc2)o1)C(=O)NC1(C#N)CCCCC1 (stereo unspecified)	9	8	-3	9	-0.3	2	11	2	-3
CC(=O)N1c2ccc(S(=O)(=O)NCCC(=O)Nc3ccc(C)cn3)cc2CC1C (stereo unspecified)	-1	4	-2	-12	0.4	-7	-4	0	-5
COCC(=O)Nc1ccc(N2CCN(c3ccccc3)CC2)c(F)c1	-14	-1	14	15	-0.3	-2	11	1	-2
CC(NC(=O)Cn1c(=O)oc2cc(S(=O)(=O)N3CCCC3)ccc21)c1ccccc1 (stereo unspecified)	-54	3	16	-4	-1.9	-4	1	-2	3
Cc1cc(C(F)(F)F)nn1CC(=O)Nc1ccc2c(c1)OCO2	-11	6	4	7	0.1	1	15	1	-3
COc1ccc(C(=O)Nc2cnc3sc(C)nn3c2=O)cc1	-3	-2	-2	16	0.0	-3	2	-1	-3
O=[N+]([O-])c1ccc(Cl)c(S(=O)(=O)NCC2CCCO2)c1 (stereo unspecified)	-17	-12	-2	-16	-0.9	2	-12	0	-3
Cc1ccccc1Cn1c(C)cc(C)c(C#N)c1=O	1	13	9	2	1.6	-1	1	0	-1

Reprinted at random: three records from the list
SMILES	APJ antag	TIM10 inh	NALP3 yeast inh	tim10-1 inh	MPTP inh	APJ ag	tim23-1 inh	GRIN3A LBD mod	MIN6 prolif
Cc1ccccc1S(=O)(=O)Cc1ccc(C(=O)NCCCN2CCCC(C)C2)o1 (stereo unspecified)	4	21	-5	23	0.0	4	22	0	-3
CC(Sc1nnc(Cc2ccccc2)o1)C(=O)NC1(C#N)CCCCC1 (stereo unspecified)	9	8	-3	9	-0.3	2	11	2	-3
O=C(Nc1ccc(Cl)cc1)OCc1ccccn1	-17	-8	22	23	91*	7	12	22*	-4

Carrying on.
SMILES	APJ antag	TIM10 inh	NALP3 yeast inh	tim10-1 inh	MPTP inh	APJ ag	tim23-1 inh	GRIN3A LBD mod	MIN6 prolif
Cc1ccc(CNC(=O)COC(=O)c2nc(-c3ccccc3)oc2C)cc1	6	-4	37	-3	-0.2	0	28	-2	-2
CCOc1ccccc1C(=O)Nc1ccc(S(=O)(=O)Nc2cc(OC)nc(OC)n2)cc1	7	-5	8	6	-0.4	-4	18	-7	-2
COc1cc(C(=O)Nc2cccc(C)c2C)ccc1OCC(=O)N1CCOCC1	-2	-6	16	-6	0.2	-4	-1	2	1
CC(C)(C)OC(=O)N1CCCN(C(=O)Nc2ccccc2)CC1	-5	-22	26	-14	3.0	-5	17	0	1
C[C@H](CO)N1C[C@H](C)[C@@H](CN(C)S(=O)(=O)c2ccc(F)cc2)Oc2ccc(NC(=O)Cc3ccccc3)cc2C1=O	3	-3	14	0	0.2	-1	-2	1	-4
CCOC(=O)N1CCN(C(=O)c2cc(COc3ccc4ncccc4c3)on2)CC1	-7	11	9	10	37	3	14	-2	-2
Cc1[nH]c(=S)c(C#N)c(-c2ccccc2)c1C(=O)Nc1ccccc1	-15	1	-2	6	15	4	3	-5	-2
COc1cc(/C=C2\SC(=S)N(CC(=O)O)C2=O)ccc1OS(=O)(=O)c1ccc(C)cc1	18	5	4	28	-0.9	-4	19	-2	-3
C=CCSc1nnc(NC(=O)C2CC(=O)N(Cc3ccc(C)cc3)C2)s1 (stereo unspecified)	-10	11	16	8	0.3	-2	8	0	-3
COc1ccccc1OCCNC(=O)c1ccc(S(=O)(=O)N(C)C)cc1	16	9	-3	12	-1.5	-2	10	1	-2
COc1ccccc1CC(=O)NCc1ccc2c(c1)OCO2	-3	-15	3	7	-0.1	-4	8	1	1
O=[N+]([O-])c1ccc(Sc2cccc3cccnc23)c2cccnc12	-16	24	35	12	0.6	0	5	0	4
O=C(COC(=O)Cc1ccsc1)NCc1ccc(Cl)cc1	-2	-25	26	3	0.7	-5	14	0	-2
COC(C)(C)c1cc(C(C)(C)C)nc(N)n1	0	5	-26	13	1.6	-5	3	1	3
O=C(Nn1cnnc1)c1cc(Cl)ccc1Cl	11	-2	19	8	-0.6	-1	-2	0	-1
